esBAF inh: SWI/SNF esBAF complex inhibition; reporter increase, % at 12.5 µM; 350,000 compounds, 2% hits; AID 602393; mouse ES cells, Bmi1-luciferase knock-in reporter, 24 h; 100% = twice the neutral-well signal; in the data active = activation above about 40%;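 note: 0% = median of the plate's neutral control wells and 100% = double that signal; a rise in the Bmi1 reporter signal indicates esBAF inhibition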
S100A4 inh HTS: blocks human S100A4 binding to myosin IIA peptide. S100A4/TAMRA-MyoIIA peptide fluorescence polarization. inhibition, % at 10.7 µM. AID 652163. 360,000 compounds, 0.14% hits. P26447;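 active = mean inhibition of at least 70% across replicates, with every replicate also reaching that level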
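Material: S100A4 monomer protein / Buffer or medium: 50 mM HEPES pH 7.2, 10 mM CaCl2, 100 mM KCl / Times: 5 min incubation before reading / Benchmarks: neutral control DMSO, positive control TFP / Reagent: labelled myosin peptide probe, 5 nM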
E-selectin induc: E-selectin induction on HUVECs. P16581. HUVEC E-selectin immunofluorescence imaging; normalized: neutral wells 0, TNF-alpha wells 100. activation, % at 7.58 µM. 260,000 compounds, 0.37% hits. AID 686992;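 active = mean E-selectin-positive cell signal at least 10% of the positive control, reached in at least 60% of replicates, without over 20% cell loss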;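 note: in these data hits start at about 27%; measured in HUVEC primary endothelial cells; signal is the percent of cells scored E-selectin positive by PE staining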
Target sequence (P16581 whole entry, looked up): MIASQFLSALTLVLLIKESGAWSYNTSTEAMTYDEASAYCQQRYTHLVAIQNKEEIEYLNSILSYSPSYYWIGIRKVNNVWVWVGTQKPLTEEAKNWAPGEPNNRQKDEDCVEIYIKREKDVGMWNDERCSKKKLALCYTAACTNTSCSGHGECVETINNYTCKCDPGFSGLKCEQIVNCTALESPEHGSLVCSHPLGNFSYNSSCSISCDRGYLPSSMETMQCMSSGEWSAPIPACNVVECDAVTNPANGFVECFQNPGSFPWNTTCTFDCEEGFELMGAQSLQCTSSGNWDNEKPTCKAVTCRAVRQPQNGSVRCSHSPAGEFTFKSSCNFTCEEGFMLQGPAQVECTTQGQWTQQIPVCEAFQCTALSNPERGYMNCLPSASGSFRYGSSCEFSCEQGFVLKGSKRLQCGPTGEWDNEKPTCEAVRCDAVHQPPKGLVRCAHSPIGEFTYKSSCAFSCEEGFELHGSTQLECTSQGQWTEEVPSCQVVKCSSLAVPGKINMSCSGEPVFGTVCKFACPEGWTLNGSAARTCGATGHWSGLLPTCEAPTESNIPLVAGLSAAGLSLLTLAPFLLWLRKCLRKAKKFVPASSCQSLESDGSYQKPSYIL
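Assay system: HUVEC primary endothelial cells. Input: 3,000 HUVEC seeded per well. Doses: one compound dose added by pin transfer. Read-out basis: % PE-positive cells. Benchmarks: TNF-alpha high, DMSO low. Detection: immunofluorescence imaging. Buffer or medium: EGM-2, gelatin.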
RAD52 inh: inhibitors of human RAD52 DNA annealing; P43351; recombinant RAD52 DNA annealing, FRET fluorescence; inhibition, % at 18.7 µM; 360,000 compounds, 0.46% hits; AID 651710;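 active = every replicate showing at least 50% inhibition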
Target sequence (P43351 whole entry, looked up): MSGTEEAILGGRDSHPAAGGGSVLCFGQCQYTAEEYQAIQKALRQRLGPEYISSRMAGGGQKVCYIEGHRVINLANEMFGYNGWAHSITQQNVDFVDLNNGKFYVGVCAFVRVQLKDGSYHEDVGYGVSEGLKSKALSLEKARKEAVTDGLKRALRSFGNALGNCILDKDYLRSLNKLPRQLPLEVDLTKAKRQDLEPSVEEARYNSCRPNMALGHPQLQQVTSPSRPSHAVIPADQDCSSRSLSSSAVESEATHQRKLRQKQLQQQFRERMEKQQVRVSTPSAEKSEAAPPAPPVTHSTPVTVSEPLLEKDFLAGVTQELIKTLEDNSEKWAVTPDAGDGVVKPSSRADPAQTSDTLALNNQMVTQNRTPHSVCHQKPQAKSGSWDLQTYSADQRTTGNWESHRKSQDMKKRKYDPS
ERp5 block: inhibitors of human ERp5; Q15084; ERp5 insulin aggregation, absorbance 650 nm, 90 min; inhibition, % at 9.99 µM; 350,000 compounds, 0.05% hits; AID 651711;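 active = mean replicate inhibition above about 25%, with every replicate also reaching it, limit read from the data, passing the limit was not always enough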
ERAP1 HTS inh: blocks human ERAP1 aminopeptidase activity | Q9NZ08 | recombinant ERAP1, Leu-AMC fluorescence, 60 min | inhibition, % at 10.7 µM | 340,000 compounds, 0.15% hits;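 active = mean replicate inhibition of at least 30%, or all replicates individually reaching that 30% level; inactive = mean below 30% and not every replicate reaching it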;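 note: 0% = neutral control wells and 100% = L-leucinethiol positive control wells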
Xi reactivation: X-chromosome reactivation activator | activation, % at 7.58 µM | 360,000 compounds, 0.055% hits | XiGFP mouse fibroblasts, % GFP-positive cells imaging, 3 d; cells co-treated with 5-aza-dC sensitizer; scaled so ellipticine positive control = 100%;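 active = mean normalized replicate activation at least 10% and every replicate at or above 10%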;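 note: 0% = median of on-plate neutral control wells and 100% = ellipticine 6 µM median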
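assay system = SV40-immortalized XiGFP fibroblast cells, line 68-5-11 | buffer or medium = DMEM plus 5-aza-dC sensitizer | doses = single-point pinned compound dosing | times = 3-day compound exposure, then 15 min fixation at room temperature | benchmarks = positive control ellipticine, 6 µM final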
RAD54 branch: inhibitors of human RAD54 branch migration. RAD54 Holliday junction branch migration, FAM/BHQ fluorescence. inhibition, % at 10.4 µM. 360,000 compounds, 0.14% hits;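 active = mean normalized replicate activity at least 40 and at least half of replicates scoring 40 or more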;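 note: 0% = median of neutral control wells and 100% = median of positive control wells; inhibitors cause a drop in the FAM fluorescence signal; in these data hits start at about 50%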
The depositor's hits bear a star; nt = not tested or not shown.

| nr | canonical_smiles | esBAF inh | S100A4 inh HTS | E-selectin induc | RAD52 inh | ERp5 block | ERAP1 HTS inh | Xi reactivation | RAD54 branch |
| --- | --- | --- | --- | --- | --- | --- | --- | --- | --- |
| 1 | Cc1ccc(C)c(-c2csc(Nc3ncccn3)n2)c1 | 17 | -24 | -0.5 | -7 | 2 | -1 | 0.2 | -6 |
| 2 | O=C(O)Cn1nnnc1SCC(=O)Nc1ccccc1F | nt | 3 | 2.8 | -23 | 5 | 7 | 0.0 | nt |
| 3 | CC(=O)c1cccc(NC(=O)C(C)OC(=O)c2cccc(-n3cnnn3)c2)c1 (centres undefined) | -2 | -4 | nt | 1 | -26 | -4 | 0.0 | 3 |
| 4 | COc1ccc([C@@H]2CC=C(C(=O)O)[C@H](c3ccc(F)cc3)N2S(=O)(=O)c2ccc(C)cc2)cc1OC | 1 | 0 | -0.2 | -1 | -1 | 3 | 0.0 | -10 |
| 5 | CCOc1ccc(OCCC(=O)OCC(=O)Nc2cc(C)nn2-c2ccccc2)cc1 | 5 | 0 | 0.3 | -5 | -3 | 2 | -0.1 | -1 |
| 6 | COc1cccc(CN2CCNC(=O)C2CC(=O)O)c1OC (centres undefined) | 4 | -1 | 3.7 | -7 | 2 | 7 | 0.0 | -9 |
| 7 | CC(C)N(C(=O)CN1CCN(C(=O)C2COc3ccccc3O2)CC1)C(C)C (centres undefined) | -1 | -3 | nt | -15 | 3 | -2 | -0.1 | 12 |
| 8 | C[C@@H]1CCCCO[C@@H](CN(C)C(=O)Nc2ccccc2)[C@H](C)CN([C@@H](C)CO)C(=O)c2cc(N(C)C)ccc2O1 | -3 | -4 | -0.3 | 3 | 2 | 3 | 0.1 | -4 |

(further entries)
| nr | canonical_smiles | esBAF inh | S100A4 inh HTS | E-selectin induc | RAD52 inh | ERp5 block | ERAP1 HTS inh | Xi reactivation | RAD54 branch |
| --- | --- | --- | --- | --- | --- | --- | --- | --- | --- |
| 9 | C[C@@H]1CN([C@@H](C)CO)C(=O)c2cccc(NC(=O)Nc3ccc(C(F)(F)F)cc3)c2O[C@@H]1CN(C)CC1CC1 | -1 | -7 | -2.3 | 39 | -2 | -6 | 0.0 | 6 |
| 10 | CN1c2ccc(-c3ccc(C#N)cc3)cc2[C@H]2[C@H](CCN2S(=O)(=O)c2ccc(F)cc2)[C@@H]1CO | -3 | 5 | 0.0 | -5 | -2 | 4 | 0.2 | -2 |
| 11 | C/C=C/c1cnc2c(c1)C(=O)N([C@@H](C)CO)C[C@H](C)[C@H](CN(C)C(=O)NCCC)O2 | -1 | -8 | 0.0 | 7 | -11 | 5 | 0.2 | -1 |
| 12 | CN1CCN(Cc2ccc(Sc3ccc(Cl)cc3)c([N+](=O)[O-])c2)CC1 | nt | -6 | 3.9 | 19 | 8 | 1 | -0.1 | nt |
| 13 | CCc1c(O)nc(SCC(=O)Nc2ccccc2)n(-c2ccccc2)c1=O | 1 | 0 | nt | -15 | -4 | -4 | nt | 8 |
| 14 | Cc1onc(-c2ccccc2)c1C(=O)OCC(=O)Nc1ccccc1 | -2 | -2 | -1.6 | 0 | 4 | -3 | -0.1 | -5 |
| 15 | CO[C@@H]1CN(C)C(=O)c2cc(NC(=O)CN(C)C)ccc2OC[C@@H](C)N(C(=O)C2CC2)C[C@H]1C | 3 | -12 | -0.1 | -21 | 1 | -2 | -0.3 | -7 |
| 16 | COc1ccc(Br)cc1C(=O)Nc1ccc(C(=O)O)cc1 | -3 | -1 | nt | -3 | 6 | 4 | 0.0 | -2 |

Going on with the list:
| nr | canonical_smiles | esBAF inh | S100A4 inh HTS | E-selectin induc | RAD52 inh | ERp5 block | ERAP1 HTS inh | Xi reactivation | RAD54 branch |
| --- | --- | --- | --- | --- | --- | --- | --- | --- | --- |
| 17 | O=C(CSc1nnc(SCc2cccc3ccccc23)s1)Nc1ccc(C(=O)O)cc1 | 0 | -1 | nt | -16 | 0 | -9 | 0.0 | nt |
| 18 | CCOc1ncccc1C(=O)OCC(=O)N1CCc2ccccc21 | nt | -4 | -1.0 | -7 | 2 | 5 | 0.0 | nt |
| 19 | CC=Cc1ccc2n(c1=O)C[C@H]1[C@H](CO)[C@@H](C(=O)NCc3ccccc3)N(Cc3cncnc3)[C@@H]21 (mixture of isomers) | -2 | 9 | -0.1 | -1 | -6 | 0 | -0.1 | -13 |
| 20 | CC(C)NC(=O)N(C)C[C@@H]1Oc2cc(-c3cncnc3)ccc2S(=O)(=O)N([C@H](C)CO)C[C@@H]1C | 1 | 11 | 0.4 | 0 | -3 | 1 | -0.9 | 5 |
| 21 | Nc1cccnc1S(=O)(=O)c1ccccc1 | -10 | -8 | nt | -12 | 1 | -6 | 0.1 | -5 |
| 22 | CCn1cc(S(=O)(=O)NC(C)c2cc(OC)ccc2OC)cn1 (centres undefined) | nt | 2 | -0.8 | 7 | 2 | -2 | 0.0 | -11 |
| 23 | O=C(O)c1ccc(S(=O)(=O)N2CCC(Cc3ccccc3)CC2)cc1 | 1 | 11 | nt | -13 | -3 | 4 | 0.0 | 6 |
| 24 | COc1ccc(C#Cc2ccc3c(c2)[C@H]2[C@H](CCN2C(=O)C2CCC2)[C@H](CO)N3)cc1 | nt | -2 | 25 | -13 | 10 | 4 | 0.0 | nt |

Additional results:
| nr | canonical_smiles | esBAF inh | S100A4 inh HTS | E-selectin induc | RAD52 inh | ERp5 block | ERAP1 HTS inh | Xi reactivation | RAD54 branch |
| --- | --- | --- | --- | --- | --- | --- | --- | --- | --- |
| 25 | CN(C)CCOC1c2ccccc2CCc2ccc3ccccc3c21 (centres undefined) | nt | -5 | nt | 26 | 6 | -6 | 0.1 | 18 |
| 26 | Cc1c(C(=N)C(C#N)C#N)c(=N)oc2c1ccc1ccccc12 | 10 | -7 | 0.7 | -18 | 3 | -1 | 0.0 | -1 |
| 27 | COc1ccc(-n2cc(CNCCN3CCOC3=O)c(-c3ccccc3Cl)n2)cc1 | 1 | -7 | -2.1 | -16 | 0 | nt | 0.0 | 7 |
| 28 | CC(C)(CNC(=O)c1ccc(Cl)c(S(=O)(=O)N2CCc3ccccc3C2)c1)N1CCOCC1 | nt | -12 | -1.8 | -20 | 4 | -2 | 0.0 | nt |
| 29 | COCCN(C(=O)Cc1ccc(OC)c(OC)c1)c1nc(-c2cc(OC)ccc2OC)cs1 | 7 | -1 | 0.9 | -65 | -2 | -1 | 0.0 | 5 |
| 30 | Cc1ccc(S(=O)(=O)N(C)C[C@@H]2Oc3cc(-c4cccc(F)c4)ccc3S(=O)(=O)N([C@@H](C)CO)C[C@H]2C)cc1 | 29 | 1 | 0.3 | 9 | -3 | -4 | 0.2 | -4 |
| 31 | CCN(CCn1cccn1)Cc1c(C(=O)N2CCCCCCC2)nc2ccc(Cl)cn12 | nt | 3 | nt | -18 | 4 | 7 | 0.0 | nt |
| 32 | CCC1(c2ccccc2)NC(=O)N(CC(=O)Nc2ccccc2N2CCCCC2)C1=O (centres undefined) | nt | -2 | -0.2 | -4 | -6 | 2 | 0.3 | 12 |

Four entries from above in a different format.
31: CCN(CCn1cccn1)Cc1c(C(=O)N2CCCCCCC2)nc2ccc(Cl)cn12
  esBAF inh = nt | S100A4 inh HTS = 3 | E-selectin induc = nt | RAD52 inh = -18 | ERp5 block = 4 | ERAP1 HTS inh = 7 | Xi reactivation = 0.0 | RAD54 branch = nt

27: COc1ccc(-n2cc(CNCCN3CCOC3=O)c(-c3ccccc3Cl)n2)cc1
  esBAF inh = 1 | S100A4 inh HTS = -7 | E-selectin induc = -2.1 | RAD52 inh = -16 | ERp5 block = 0 | ERAP1 HTS inh = nt | Xi reactivation = 0.0 | RAD54 branch = 7

30: Cc1ccc(S(=O)(=O)N(C)C[C@@H]2Oc3cc(-c4cccc(F)c4)ccc3S(=O)(=O)N([C@@H](C)CO)C[C@H]2C)cc1
  esBAF inh = 29 | S100A4 inh HTS = 1 | E-selectin induc = 0.3 | RAD52 inh = 9 | ERp5 block = -3 | ERAP1 HTS inh = -4 | Xi reactivation = 0.2 | RAD54 branch = -4

25: CN(C)CCOC1c2ccccc2CCc2ccc3ccccc3c21 (centres undefined)
  esBAF inh = nt | S100A4 inh HTS = -5 | E-selectin induc = nt | RAD52 inh = 26 | ERp5 block = 6 | ERAP1 HTS inh = -6 | Xi reactivation = 0.1 | RAD54 branch = 18

An excerpt of these results, screen by screen.
[30] Cc1ccc(S(=O)(=O)N(C)C[C@@H]2Oc3cc(-c4cccc(F)c4)ccc3S(=O)(=O)N([C@@H](C)CO)C[C@H]2C)cc1
[31] CCN(CCn1cccn1)Cc1c(C(=O)N2CCCCCCC2)nc2ccc(Cl)cn12
compound no.	30	31
esBAF inh	29	nt
S100A4 inh HTS	1	3
E-selectin induc	0.3	nt
RAD52 inh	9	-18
ERp5 block	-3	4
ERAP1 HTS inh	-4	7
Xi reactivation	0.2	0.0
RAD54 branch	-4	nt

(more compounds)
| nr | canonical_smiles | esBAF inh | S100A4 inh HTS | E-selectin induc | RAD52 inh | ERp5 block | ERAP1 HTS inh | Xi reactivation | RAD54 branch |
| --- | --- | --- | --- | --- | --- | --- | --- | --- | --- |
| 33 | CCNC1CCS(=O)(=O)C1 (centres undefined) | 4 | -6 | 1.2 | 1 | 0 | 1 | 0.0 | 2 |
| 34 | CC1(C)CC(N2CCCC2)=CC(=[N+]2CCCCCC2)C1 | nt | -2 | nt | -10 | -3 | 16 | 0.3 | nt |
| 35 | CCC(C)N(C)C1CCN(C(=S)Nc2cccc(SC)c2)CC1 (centres undefined) | 0 | -4 | 5.5 | -6 | -2 | 1 | 0.2 | -6 |
| 36 | O=C(c1ccc(Cl)cc1)N1CCC(C(=O)N2CCN(c3ncccn3)CC2)CC1 | 1 | -18 | 1.4 | -5 | 6 | 12 | -0.1 | -8 |
| 37 | CCOC(=O)C1(CCCc2ccccc2)CCN(Cc2cnc(C)s2)CC1 | nt | -3 | nt | -15 | 2 | -2 | 0.0 | nt |
| 38 | COc1ccccc1NC(=O)N1CCCCN2[C@H](C1)[C@@H](c1ccc(C#Cc3ccccc3)cc1)[C@@H]2CO | nt | -3 | -0.4 | -22 | 1 | 0 | 0.3 | 6 |
| 39 | CC=Cc1ccc2n(c1=O)C[C@@H]1[C@@H](CO)[C@H](C(=O)NCCC)[C@H]2N1Cc1cccnc1 (mixture of isomers) | 2 | 4 | 0.6 | -6 | -8 | 3 | 0.4 | 4 |
| 40 | CCC(C)[C@H](NC(=O)[C@@H]1CSC2c3ccccc3C(=O)N21)C(=O)NCC1CCCO1 (some centres undefined) | -1 | -3 | nt | -4 | 3 | -3 | 0.1 | -3 |

Further entries.
| nr | canonical_smiles | esBAF inh | S100A4 inh HTS | E-selectin induc | RAD52 inh | ERp5 block | ERAP1 HTS inh | Xi reactivation | RAD54 branch |
| --- | --- | --- | --- | --- | --- | --- | --- | --- | --- |
| 41 | COc1ccc(OCCCC(=O)NNC(=O)c2ccncc2)cc1 | -1 | 2 | nt | 4 | 1 | 1 | 0.5 | -11 |
| 42 | CC1CN(C(=O)/C=C/c2ccc(SC(F)F)cc2)CC(C)O1 (centres undefined) | -4 | 6 | 0.0 | -12 | 2 | 2 | 0.3 | -8 |
| 43 | CCN1CCN(CC(=O)Nc2cccc(C)c2C)C(=O)C1=O | -17 | -3 | 0.0 | -18 | 1 | 1 | 0.0 | 6 |
| 44 | CC(C)CCN1C(=O)c2ccc(C(=O)Nc3c[nH]c(=O)[nH]c3=O)cc2C1=O | nt | 7 | 1.8 | -4 | 3 | 7 | 0.0 | nt |
| 45 | Cc1cc(Oc2cccc3c2S(=O)(=O)N(C2CCCC2)CC(COCc2ccccc2)O3)cc(C)c1C (centres undefined) | -1 | -2 | 1.5 | -5 | -2 | nt | 0.0 | -2 |

Bioassay records from PubChem.
